Compound activity from PubChem.
Growth percent in the NCI-60 one-dose screen (48 h, 10 µM unless noted): 100 = growth as untreated, 0 = no growth, -100 = all killed.
COLO 205 – COLO 205 colon cancer. hit rate 7.3% among 79,000. AID 1794742
HCT-15 – HCT-15 colon cancer | hit rate 5.2% among 82,000 | AID 1794746
NCI-H522 – NCI-H522 lung cancer. AID 1794739. hit rate 8% among 78,000
NCI-H460 – NCI-H460 lung cancer; hit rate 6.8% among 82,000
NCI-H226 – NCI-H226 lung cancer. hit rate 3.5% among 79,000. AID 1794732
HCT-116 – HCT-116 colon cancer; hit rate 7.3% among 82,000; AID 1794798
NCI-H322M – NCI-H322M lung cancer; hit rate 2.7% among 80,000
NCI-H23 – NCI-H23 lung cancer | AID 1794731 | hit rate 4% among 80,000
NCI/ADR-RES – NCI/ADR-RES ovarian cells. hit rate 4.4% among 81,000
Starred values were filed as active, the others as inactive; . = not tested or not shown; [ ] = dose if it differs, or a comment. Rule for the calls: active = growth percent below 10; inactive = the rest.

1	COc1c(O)cccc1/C=N/NC(=O)Cn1c(C)nc2c(c(C)nn2-c2ccccc2)c1=O
2	C=C1CCC2C3(C)COC(C)(C)OC3CCC2(C)C1CC(Sc1ccccc1)C1=CCOC1=O (stereo not given)
3	Fc1ccc(-c2ccnc3c2c(-c2ccccc2)nn3-c2ccccc2)cc1
4	COc1ccc(C2NC(=O)N=C3C2C(N)=NN3c2ccccc2)cc1 (stereo not given)
5	COc1nc2c(C)cccc2cc1-c1nc2c(cnn2-c2ccc(Br)cc2)c(=O)[nH]1
6	CCNC(=O)Oc1ccc(/C(=C(\C)c2ccc(Cl)cc2)c2ccc(OCCN3CCCCC3)cc2)cc1
7	O=Cc1c(OCc2cnnn2CC(=O)Nc2ccccc2)ccc2ccccc12
8	COc1ccc(CCNC(=O)c2cc(S(=O)(=O)N3CC(C)CC(C)C3)ccc2Sc2ccc(F)cc2)cc1OC (stereo not given)

Compound	1	2	3	4	5	6	7	8
COLO 205	106	119	103	99	119	-61*	105	107
HCT-15	97	85	97	93	106	2.8*	89	95
NCI-H522	86	86	90	89	84	80	89	133
NCI-H460	103	84	103	90	107	22	100	91
NCI-H226	94	97	99	93	108	78	.	.
HCT-116	90	92	105	101	101	37	100	97
NCI-H322M	95	86	102	95	94	75	100	112
NCI-H23	97	103	102	101	100	65	92	98
NCI/ADR-RES	99	93	104	100	103	65	97	89

9	N#C/C(=C\c1ccc(Br)cc1)n1nnc2c(F)cccc21
10	CSc1nc2nc3c(c(-c4ccccc4)c2c(=O)[nH]1)CCC/C3=C\c1ccccc1
11	Cc1ccc(C(=O)Oc2ccc(N=C=S)cc2)cc1
12	O=c1c2ccccc2nc(-c2ccccc2)n1-c1cc(C(F)(F)F)cc(C(F)(F)F)c1
13	COc1ccccc1N=NNc1ccccc1OC
14	COc1cc(C)cc2oc3oc(=O)c(C(=O)c4cc5cc(Br)ccc5o4)cc3c(=O)c12
15	COc1ccc(OC)c(N(CCN2C(=O)c3ccccc3C2=O)C(=O)CCl)c1
16	CCc1cccc(-c2ccccc2)c1

Compound	9	10	11	12	13	14	15	16
COLO 205	-16*	.	117	93	109	125	81	105
HCT-15	1.6*	112	101	97	85	103	80	103
NCI-H522	-52*	88	91	89	76	101	-73*	106
NCI-H460	-34*	111	111	102	91	107	90	108
NCI-H226	25	98	102	100	92	97	.	109
HCT-116	-28*	107	93	90	113	100	89	99
NCI-H322M	0.9*	112	105	84	102	97	98	107
NCI-H23	10	102	108	96	91	107	32	107
NCI/ADR-RES	2.6*	101	107	96	98	110	49	111

17	COc1cc(/C=C/C(=O)/C=C/c2cc3ccc(Cl)cc3[nH]c2=O)ccc1O
18	COC(=O)CNC(=O)[C@H](Cc1ccccc1)NCc1ccncc1
19	O=C(Nc1cccc2c1C(=O)c1c(O)ccc(NC(=O)c3ccccc3)c1C2=O)c1ccccc1
20	COc1cccc(/C(O)=C2\C(=O)C(=O)N(CCCn3ccnc3)C2c2cc(OC)c3c(c2)OCO3)c1 (stereo not given)
21	CSc1ccccc1C#C/C=C\C#Cc1ccccc1N1CCCCC1=O
22	O=c1oc2cc([N+](=O)[O-])ccc2c2ccccc12
23	Cc1ccc(S(=O)(=O)NNC(=O)c2cc3c([nH]c4ccccc43)c(-c3cccc(O)c3)n2)cc1
24	Cc1nc2sc(C(=O)Nc3ccccc3)c(N)c2cc1C(O)c1ccccc1 (stereo not given)

Compound	17	18	19	20	21	22	23	24
COLO 205	105	109	99	111	108	110	85	-8.8*
HCT-15	52	101	87	99	112	108	57	9.1*
NCI-H522	66	85	55	96	100	105	48	13
NCI-H460	53	108	113	103	93	107	60	4.0*
NCI-H226	80	109	106	99	91	103	76	64
HCT-116	2.1*	100	106	103	95	112	56	12
NCI-H322M	92	101	95	104	110	114	72	56
NCI-H23	61	101	100	105	103	97	79	34
NCI/ADR-RES	41	103	82	107	102	104	92	15

13 entries from above, in markdown:
| nr | SMILES | COLO 205 | HCT-15 | NCI-H522 | NCI-H460 | NCI-H226 | HCT-116 | NCI-H322M | NCI-H23 | NCI/ADR-RES |
| --- | --- | --- | --- | --- | --- | --- | --- | --- | --- | --- |
| 9 | N#C/C(=C\c1ccc(Br)cc1)n1nnc2c(F)cccc21 | -16* | 1.6* | -52* | -34* | 25 | -28* | 0.9* | 10 | 2.6* |
| 10 | CSc1nc2nc3c(c(-c4ccccc4)c2c(=O)[nH]1)CCC/C3=C\c1ccccc1 | . | 112 | 88 | 111 | 98 | 107 | 112 | 102 | 101 |
| 11 | Cc1ccc(C(=O)Oc2ccc(N=C=S)cc2)cc1 | 117 | 101 | 91 | 111 | 102 | 93 | 105 | 108 | 107 |
| 12 | O=c1c2ccccc2nc(-c2ccccc2)n1-c1cc(C(F)(F)F)cc(C(F)(F)F)c1 | 93 | 97 | 89 | 102 | 100 | 90 | 84 | 96 | 96 |
| 13 | COc1ccccc1N=NNc1ccccc1OC | 109 | 85 | 76 | 91 | 92 | 113 | 102 | 91 | 98 |
| 14 | COc1cc(C)cc2oc3oc(=O)c(C(=O)c4cc5cc(Br)ccc5o4)cc3c(=O)c12 | 125 | 103 | 101 | 107 | 97 | 100 | 97 | 107 | 110 |
| 15 | COc1ccc(OC)c(N(CCN2C(=O)c3ccccc3C2=O)C(=O)CCl)c1 | 81 | 80 | -73* | 90 | . | 89 | 98 | 32 | 49 |
| 16 | CCc1cccc(-c2ccccc2)c1 | 105 | 103 | 106 | 108 | 109 | 99 | 107 | 107 | 111 |
| 17 | COc1cc(/C=C/C(=O)/C=C/c2cc3ccc(Cl)cc3[nH]c2=O)ccc1O | 105 | 52 | 66 | 53 | 80 | 2.1* | 92 | 61 | 41 |
| 18 | COC(=O)CNC(=O)[C@H](Cc1ccccc1)NCc1ccncc1 | 109 | 101 | 85 | 108 | 109 | 100 | 101 | 101 | 103 |
| 19 | O=C(Nc1cccc2c1C(=O)c1c(O)ccc(NC(=O)c3ccccc3)c1C2=O)c1ccccc1 | 99 | 87 | 55 | 113 | 106 | 106 | 95 | 100 | 82 |
| 20 | COc1cccc(/C(O)=C2\C(=O)C(=O)N(CCCn3ccnc3)C2c2cc(OC)c3c(c2)OCO3)c1 (stereo not given) | 111 | 99 | 96 | 103 | 99 | 103 | 104 | 105 | 107 |
| 21 | CSc1ccccc1C#C/C=C\C#Cc1ccccc1N1CCCCC1=O | 108 | 112 | 100 | 93 | 91 | 95 | 110 | 103 | 102 |

Going on with the list.
25	Fc1ccc(-c2cn(Cc3nc4ccccc4[nH]3)nn2)cc1
26	COc1cc2nccc(Oc3ccc(NC(=O)C4(C(=O)Nc5c(F)cc(F)cc5F)CC4)cc3)c2cc1Oc1ccc(N)cn1
27	COc1cc2ncnc(Nc3ccc(S(=O)(=O)Nc4cc(C)on4)cc3)c2cc1OCCCN1CCN(C)CC1
28	CCn1c2ccccc2c2cc(C(O)c3cccc4ncccc34)ccc21 (stereo not given)
29	COC(=O)C1CCCN(S(=O)(=O)/N=C2\NC(=O)NC2=C(Cl)Cl)C1 (stereo not given)
30	COc1ccc(C2c3c(c4ccccc4n(-c4ccccc4)c3=O)Nc3ncnn32)cc1 (stereo not given)
31	COc1cccc(Cn2cc3c(c2-c2ccccc2)CCCc2cnoc2-3)c1
32	CN1C=CC(=CC=C2C=CC(=O)C=C2)C=C1

Compound	25	26	27	28	29	30	31	32
COLO 205	102	44	110	-34*	112	113	92	133
HCT-15	105	45	102	12	81	108	88	106
NCI-H522	85	55	99	8.8*	88	.	80	92
NCI-H460	103	65	104	10	108	114	90	109
NCI-H226	88	38	105	24	105	115	82	105
HCT-116	108	57	104	0.7*	98	101	73	104
NCI-H322M	90	75	105	35	103	109	106	115
NCI-H23	101	54	103	-42*	.	103	87	109
NCI/ADR-RES	99	82	106	-53*	111	108	91	106

33	Cc1cc2[nH]c(=O)c3c4ncccc4cn3c2cc1C
34	CCNC(=O)Oc1ccc(/C(=C(/C)c2ccccc2)c2ccc(OCCN3CCCC3)cc2)cc1
35	O=C(Nc1ncc(Cc2ccc(Cl)cc2)s1)c1cc(-c2ccccc2)nc2ccc(Cl)cc12
36	N#CCCC1(CCC#N)CCCC(CCC#N)(CCC#N)C1=O
37	COc1cc(CNC(=O)CCCC/C=C/C(C)C)ccc1OCC(=O)NO
38	CCC1C(=O)NN(C(=O)CSc2nc3sc(C(N)=O)c(C)c3c(=O)n2Cc2ccccc2)C1=O (stereo not given)
39	O=C(O)c1ccc([N+](=O)[O-])o1
40	Cc1cc(N2CCOCC2)nc(N(CCCNc2ccnc3cc(Cl)ccc23)Cc2ccco2)n1

Compound	33	34	35	36	37	38	39	40
COLO 205	15	76	113	105	104	105	109	3.4*
HCT-15	5.2*	47	58	106	112	105	101	24
NCI-H522	-24*	83	88	95	88	85	105	40
NCI-H460	-34*	76	85	104	110	81	107	19
NCI-H226	52	97	84	105	98	95	102	75
HCT-116	-77*	38	78	101	104	101	93	7.4*
NCI-H322M	30	93	96	107	107	102	101	29
NCI-H23	70	75	88	101	99	100	96	35
NCI/ADR-RES	34	76	99	104	99	99	100	12

41	NC(N)=NC(N)=NCCCc1ccccc1
42	C[n+]1c2ccccc2nc2ccc(NCCO)cc21
43	CO[C@H]1CC(O[C@@H]2/C(C)=C/C[C@@H]3C[C@@H](C[C@]4(C=C[C@H](C)[C@@H](C5CCCCC5)O4)O3)OC(=O)[C@@H]3C=C(C)[C@@H](O)[C@H]4OC/C(=C\C=C\[C@@H]2C)[C@]43O)O[C@@H](C)C1O[C@H]1C[C@H](OC)[C@@H](O)[C@H](C)O1 (stereo not given in full)
44	COc1cc(-c2n/c(=C\c3c(O)[nH]c4cc(Cl)ccc34)cc3c2=Nc2ccccc2-3)ccc1F
45	FC(F)(F)c1cc(CNc2ncc(Br)c(Cl)n2)cc(C(F)(F)F)c1
46	O=C(Cc1ccccc1Nc1c(Cl)cccc1Cl)N/N=C/c1sc(=S)[nH]c1O
47	N#Cc1ccc[n+](CCBr)c1
48	O=c1ccn2nnc3ccc(Cl)c1c32

Compound	41	42	43	44	45	46	47	48
COLO 205	.	69	-65*	96	98	110	101	101
HCT-15	80[100 µM]	94	-79*	105	98	103	100	86
NCI-H522	47[100 µM]	92	.	66	74	81	66	68
NCI-H460	82[100 µM]	87	-87*	81	107	102	108	109
NCI-H226	63[100 µM]	.	-86*	88	90	92	100	105
HCT-116	51[100 µM]	94	-98*	79	90	98	103	61
NCI-H322M	85[100 µM]	89	.	80	.	92	108	98
NCI-H23	50[100 µM]	91	-64*	54	.	100	93	92
NCI/ADR-RES	81[100 µM]	86	-65*	96	93	106	100	102

49	N=C(N)c1ccc(-c2ccc(-c3cccs3)s2)cc1F
50	CCC(C)[C@H](N)C(=O)Nc1cccc(-c2cc(=O)c3c(OC)c(OC)c(OC)cc3o2)c1 (stereo not given in full)
51	CCCCN(CCCC)C(=N)c1ccnc2ccccc12
52	CC(C)C1=CC2=CC[C@@H]3[C@](C)(CCC[C@@]3(C)C(=O)OCc3cn(Cc4ccccc4)nn3)[C@H]2CC1
53	CCC1S/C(=N\N=C(/C)c2ccco2)N(c2ccccc2)C1=O (stereo not given)
54	Fc1ccc(F)c(Nc2ccccc2)c1
55	C[C@H](Nc1nc(NCCc2ccccc2)nc2ccccc12)c1ccccc1
56	O=C(Nc1ccc(Cl)cc1)C1=NCCCCN1

Compound	49	50	51	52	53	54	55	56
COLO 205	-87*	117	125	105	117	121	-94*	100
HCT-15	-67*	100	101	96	118	105	-91*	55
NCI-H522	.	103	102	72	75	105	-83*	83
NCI-H460	-57*	101	108	101	94	108	-75*	86
NCI-H226	-66*	90	116	89	122	93	-80*	85
HCT-116	-47*	96	104	76	69	108	-84*	80
NCI-H322M	-92*	101	110	97	67	109	-56*	83
NCI-H23	-63*	98	108	97	99	98	-85*	92
NCI/ADR-RES	-57*	105	110	101	105	99	-74*	89

57	Clc1ccc(CCC(Cn2ccnc2)Sc2c(Cl)cccc2Cl)cc1 (stereo not given)
58	CCOC(=O)Nc1ccc([N+](=O)[O-])cc1
59	O=C1OC(=O)C2CCC12 (stereo not given)
60	CC1=C([Se]CC(OC(=O)[C@@H](CO)NC(=O)OC(C)(C)C)C(=O)NCCCCCC(=O)OCc2ccccc2)C(=O)c2ccccc2C1=O (stereo not given in full)
61	O=C(O)c1ccc2ccccc2c1
62	Nc1ccc(N=Nc2ccccc2)c2cc(S(=O)(=O)O)ccc12
63	CCOC(=O)c1c2c(c(C)n1Cc1ccccc1)-c1nn(Cc3ccc(Cl)cc3)cc1CC2
64	COc1cccc(-c2cc(-c3cccs3)c(C#N)c(=O)[nH]2)c1

Compound	57	58	59	60	61	62	63	64
COLO 205	58	114	106	10	123	116	.	111
HCT-15	34	113	101	-46*	121	104	85	98
NCI-H522	20	96	87	-95*	83	89	82	99
NCI-H460	47	104	108	-5.0*	99	.	92	102
NCI-H226	91	104	106	-85*	95	103	95	110
HCT-116	23	104	96	-89*	105	104	62	101
NCI-H322M	81	116	96	-74*	102	104	107	108
NCI-H23	42	105	108	-78*	94	91	84	99
NCI/ADR-RES	28	119	116	-77*	92	101	.	116

65	O=C(NCCCN1CCCCC1)c1ccc(-c2nc3ccc4[nH]ncc4c3c3c2CCCC3)cc1
66	O=C(O)C1C=CC(C(=O)O)c2ccccc21 (stereo not given)
67	OC(c1ccccc1)(c1ccccc1)C1CC1
68	COC[C@H](C)n1c(C2CCOCC2)nc2cnc3cc(-c4c(C)noc4C)c(OC)cc3c21
69	N#CCC(=O)Nc1nc2ccccc2[nH]c1=O
70	COc1ccccc1NC(=O)Cc1nc(=O)[nH]c(=O)[nH]1
71	OCc1ccc(Cl)c(Cl)c1

Compound	65	66	67	68	69	70	71
COLO 205	61	117	106	29	114	110	106
HCT-15	58	98	106	35	102	104	100
NCI-H522	43	93	100	34	84	90	102
NCI-H460	25	101	107	65	105	107	93
NCI-H226	64	89	99	67	94	103	107
HCT-116	17	97	98	47	98	105	96
NCI-H322M	52	108	141	50	97	104	141
NCI-H23	49	101	108	70	90	100	103
NCI/ADR-RES	85	97	109	54	98	105	104
